Insulin prom up: MIN6 insulin promoter up-regulation | MIN6 insulin promoter-GFP reporter, high-content imaging; hits give high values | z-score at 5 µM | 190,000 compounds, 0.3% hits | AID 1625;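 active means z-score above 3 at 5 µM with at least 500 cells counted in the well; inconclusive means wells under 500 cells, flagged as cytotoxic or low count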
Lipid droplet: modulators of hepatic lipid droplet formation | AML12 mouse hepatocytes, oleate lipid droplets, BODIPY imaging | inhibition, % at 6.5 µM | 240,000 compounds, 0.4% hits;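 active means lipid droplet intensity inhibited by at least 50%, with more than 500 cells counted; inconclusive means wells with under 300 cells, treated as cytotoxic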
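Test system: AML12 mouse liver cells; schedule: overnight exposure; technique: high-content imaging of BODIPY-stained droplets and DAPI nuclei; read-out: % inhibition of corrected integrated BODIPY droplet signal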
T cell HTS: T cell immune modulation candidate; 2C CD8+ T cell-vesicle binding, flow cytometry; hits give low values; calls only at 7 µM; 330,000 compounds, 0.068% hits; AID 2052;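 active means response, share of CD8 T cells binding vesicles, and their 90th percentile fluorescence all below set limits, cut at about 80% in these data, passing the limit was not always enough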
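Incubation: binding step 1.5 h, 37 °C, antibody labelling 20 min, ice; system: murine 2C transgenic CD8+ T lymphocytes; technique: cytometric PE anti-B7-1 and Alexa647 anti-CD8 signals after 1% paraformaldehyde fixation; also added: QL9-charged Drosophila Ld/ICAM-1/B7-1 vesicles; control set: naked versus QL9-loaded vesicles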
MT stabilize HCS: microtubule stabilizers in HeLa cells; HeLa tubulin immunostaining HCS, 24 h; share of cells brighter than vehicle mean+2SD; % tubulin-high responders, % at 10 µM; 200,000 compounds, 0.83% hits;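 active means plate Z-score above 3 for both tubulin-high and condensed-nucleus cell shares, with cell loss under 80%, at 10 µM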;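 further: anti alpha tubulin signal scored within the nucleus-defined area of each cell; some results filed as inactive read as strong as hits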
WT yeast gro inh: growth inhibition of WT yeast, mitochondrial fusion screen; mitochondrial fusion phenotypic screen, WT strain; inhibition, % at 10 µM; 190,000 compounds, 2.1% hits; in the data active means inhibition above about 58%; tested in S. cerevisiae
West Nile antiviral: inhibition of WNV-induced cytopathic effect – cell-based, CPE readout (AID 1621); West Nile virus-infected cells, CPE inhibition; higher % means a stronger effect; 290,000 compounds, 0.02% hits; one-dose CPE inhibition, % at 10 µM; IC50 in µM for titrated hits; in the data active means a potency from the dose series; inconclusive means CPE inhibition mostly from about 3.7% at the one dose, without a potency; inactive means the rest, 99 in 100 with CPE inhibition below about 2.2%; further: strong numbers were not always called active
b-catenin transl: modulators of beta-catenin nuclear translocation; nuclear translocation activity, % at 5 µM; 190,000 compounds, 0.3% hits; HeLa beta-catenin nuclear translocation, immunofluorescence imaging;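 active means nuclear translocation activity above 50% at 5 µM, with a well cell count of 50 or more; inconclusive means wells under 50 cells across six images, flagged as toxic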;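 further: per-cell ratio of nuclear to cytoplasmic median beta-catenin stain intensity; plate controls were DMSO negative control for no effect and GSK-3 inhibitor IX positive control for full effect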
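Test system: human HeLa cells, endogenous beta-catenin. Times: 24 h compound exposure, 37°C. Measured by: beta-catenin immunofluorescence imaging with DAPI.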
Myeloid diff 2: compounds promoting myeloid differentiation; ER-HoxA9 myeloid progenitors, lysozyme-GFP differentiation, flow cytometry; calls only at 10 µM; 360,000 compounds, 1% hits;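 active means normalized GFP-positive differentiation at or above the plate's own cutoff, the solvent-only control mean plus 3 SD; inconclusive means no clear call, values can overlap the other calls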;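 further: cells exposed to compound for four days before flow analysis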
Autophagy HCS: autophagy modulation, high-content screen; MEF GFP-LC3 puncta imaging; test concentration mostly 10 µM; calls only at 10 µM (by protocol); 190,000 compounds, 0.98% hits;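 active means percentage of spot-positive cells more than 3 SD above its plate mean, without a fluorescence outlier flag or 80% toxicity; inconclusive means no clear call, values can overlap the other calls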;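 further: spot-positive cell cutoff set from DMSO-treated cells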
WT yeast gro inh mutant strain: second read-out of WT yeast gro inh, no call of its own (marks repeat the call); inhibition, %; mitochondrial fusion phenotypic screen, mutant strain inhibition
Insulin prom up cell count: also measured in Insulin prom up; calls as there; cell count; measured here: cytotoxicity, nuclei count;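 total cells summed across four imaged fields per well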
Lipid droplet cells 6.5 µM: recorded beside Lipid droplet, whose call it bears; cell count; measured here: cell count, cytotoxicity flag;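 cells counted across two imaged fields per well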
b-catenin transl cell count 5 µM: second read-out of b-catenin transl, no call of its own (marks repeat the call); cell count; measured here: cell count, cytotoxicity flag
T cell HTS vesicle-bound %: further read-out of T cell HTS, marked with its call; double positive events, %; measured here: CD8+ vesicle-bound cell fraction;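 binding gate set so that unloaded-vesicle control wells show 10% double positive cells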
MT stabilize HCS Hoechst-high %: second read-out of MT stabilize HCS, no call of its own (marks repeat the call); % Hoechst-high responders; measured here: nuclear condensation Hoechst responders;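 share of cells brighter than vehicle mean plus two SD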
MT stabilize HCS cytotoxicity %: further read-out of MT stabilize HCS, marked with its call; toxicity, %; measured here: cytotoxicity by cell density;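 0% = mean cell density of plate MIN control wells and 100% = no cells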
Autophagy HCS cell loss 18 h: further read-out of Autophagy HCS, marked with its call; toxicity, %; measured here: cell loss, nuclei count;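 cell loss after 18 h compound exposure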
Myeloid diff 2 GFP+ MAC1+ %: further read-out of Myeloid diff 2, marked with its call; GFP+ MAC1+ double positive, %; measured here: differentiation confirmed by MAC1 staining
* marks the source's active call; other numbers are inactive results.

Screening Nc1c(C(=O)N2CCOCC2)sc2nc3c(cc12)CCC3 returned Lipid droplet 13, T cell HTS inactive, MT stabilize HCS 1.4, WT yeast gro inh -10, West Nile antiviral 0.4%, b-catenin transl 0.3, Myeloid diff 2 inactive, Autophagy HCS inactive, WT yeast gro inh mutant strain 5, Lipid droplet cells 6.5 µM 620, b-catenin transl cell count 5 µM 1522, T cell HTS vesicle-bound % 39, MT stabilize HCS Hoechst-high % 1.3, MT stabilize HCS cytotoxicity % 1.2, Autophagy HCS cell loss 18 h -2 and Myeloid diff 2 GFP+ MAC1+ % 0.8.
For CCCCc1ccc(CC2S/C(=C(\C#N)C(=O)N3CCOCC3)N(c3ccccc3)C2=O)cc1 (stereo unspecified) the results were Insulin prom up 0.19, Lipid droplet -3, T cell HTS inactive, MT stabilize HCS 0.9, WT yeast gro inh -15, West Nile antiviral -0.4%, b-catenin transl -1.1, Myeloid diff 2 inactive, Autophagy HCS inactive, WT yeast gro inh mutant strain -4, Insulin prom up cell count 909, Lipid droplet cells 6.5 µM 718, b-catenin transl cell count 5 µM 1118, T cell HTS vesicle-bound % 30, MT stabilize HCS Hoechst-high % 1.9, MT stabilize HCS cytotoxicity % 7.3, Autophagy HCS cell loss 18 h -6 and Myeloid diff 2 GFP+ MAC1+ % 2.5.
For CC(NC(=O)c1ccc([N+](=O)[O-])cc1Cl)C1CC2CCC1C2 (stereo unspecified) the results were Lipid droplet -10, T cell HTS inactive, West Nile antiviral -0.9%, Myeloid diff 2 inactive, Lipid droplet cells 6.5 µM 713, T cell HTS vesicle-bound % 30 and Myeloid diff 2 GFP+ MAC1+ % 2.6.
`Cc1nc2sc(C(c3cccs3)N3CCN(Cc4ccccc4)CC3)c(O)n2n1` (stereo unspecified) gave Insulin prom up -0.45, Lipid droplet 0, T cell HTS inactive, MT stabilize HCS 3.5, WT yeast gro inh 9, West Nile antiviral -0.2%, b-catenin transl -2.8, Myeloid diff 2 inactive, Autophagy HCS inactive, WT yeast gro inh mutant strain 1, Insulin prom up cell count 1397, Lipid droplet cells 6.5 µM 704, b-catenin transl cell count 5 µM 1053, T cell HTS vesicle-bound % 12, MT stabilize HCS Hoechst-high % 0.9, MT stabilize HCS cytotoxicity % 6.8, Autophagy HCS cell loss 18 h -44 and Myeloid diff 2 GFP+ MAC1+ % 7.9.
Screening O=C(NNC1=C(C(=O)C(F)(F)F)CCC1)c1cccc(O)c1 returned Lipid droplet -8, T cell HTS inactive, MT stabilize HCS 3.6, WT yeast gro inh 8, West Nile antiviral 0.5%, b-catenin transl -2.9, Myeloid diff 2 inactive, Autophagy HCS inactive, WT yeast gro inh mutant strain 13, Lipid droplet cells 6.5 µM 749, b-catenin transl cell count 5 µM 1248, T cell HTS vesicle-bound % 41, MT stabilize HCS Hoechst-high % 2.3, MT stabilize HCS cytotoxicity % 4.9, Autophagy HCS cell loss 18 h -1 and Myeloid diff 2 GFP+ MAC1+ % 1.1.
Screening Cc1nn(C)c(C)c1CNC(=O)Nc1cccc(Cl)c1 returned Insulin prom up 0.03, Lipid droplet -2, T cell HTS inactive, MT stabilize HCS 2.6, WT yeast gro inh -10, West Nile antiviral -0.2%, Myeloid diff 2 inactive, Autophagy HCS inactive, WT yeast gro inh mutant strain 17, Insulin prom up cell count 1165, Lipid droplet cells 6.5 µM 733, T cell HTS vesicle-bound % 54, MT stabilize HCS Hoechst-high % 1.8, MT stabilize HCS cytotoxicity % 4.5, Autophagy HCS cell loss 18 h 2 and Myeloid diff 2 GFP+ MAC1+ % 0.3.
`O=C(NCc1ccccn1)c1cccc(NS(=O)(=O)c2ccccc2F)c1` gave Insulin prom up 0.71, Lipid droplet 11, T cell HTS inactive, MT stabilize HCS 2.2, WT yeast gro inh -28, West Nile antiviral 0.9%, b-catenin transl -0.3, Myeloid diff 2 inactive, Autophagy HCS inactive, WT yeast gro inh mutant strain -17, Insulin prom up cell count 1241, Lipid droplet cells 6.5 µM 648, b-catenin transl cell count 5 µM 537, T cell HTS vesicle-bound % 57, MT stabilize HCS Hoechst-high % 3.2, MT stabilize HCS cytotoxicity % 12, Autophagy HCS cell loss 18 h -42 and Myeloid diff 2 GFP+ MAC1+ % 0.3.
O=C(Nc1ccc(F)cc1F)N1CCCCC1c1cccnc1 (stereo unspecified) was read as Insulin prom up 0.85, T cell HTS inactive, MT stabilize HCS 4.5, WT yeast gro inh -7, West Nile antiviral -0.3%, b-catenin transl 1.0, Myeloid diff 2 inactive, Autophagy HCS inactive, WT yeast gro inh mutant strain -14, Insulin prom up cell count 1439, b-catenin transl cell count 5 µM 1109, T cell HTS vesicle-bound % 55, MT stabilize HCS Hoechst-high % 2.9, MT stabilize HCS cytotoxicity % 9.8, Autophagy HCS cell loss 18 h -13 and Myeloid diff 2 GFP+ MAC1+ % 2.4.
Cc1nc2c(-c3ccc(F)cc3)c(C)nn2c(N2CCOCC2)c1C was read as Insulin prom up 1.4, T cell HTS inactive, MT stabilize HCS 4.9, WT yeast gro inh 3, West Nile antiviral 0.2%, b-catenin transl 3.9, Myeloid diff 2 inactive, Autophagy HCS inactive, WT yeast gro inh mutant strain -2, Insulin prom up cell count 983, b-catenin transl cell count 5 µM 610, T cell HTS vesicle-bound % 31, MT stabilize HCS Hoechst-high % 2.3, MT stabilize HCS cytotoxicity % 8.4, Autophagy HCS cell loss 18 h -10 and Myeloid diff 2 GFP+ MAC1+ % 0.5.
Screening CC(NS(=O)(=O)c1ccc2c(c1)C(=O)c1cc(S(=O)(=O)NC(C)C(=O)O)ccc1-2)C(=O)O (stereo unspecified) returned Lipid droplet 2, T cell HTS inactive, West Nile antiviral 0.2%, Myeloid diff 2 inactive, Lipid droplet cells 6.5 µM 826, T cell HTS vesicle-bound % 63 and Myeloid diff 2 GFP+ MAC1+ % 0.3.
Screening CC1CN(S(=O)(=O)c2ccc(CN3C(=O)c4cccnc4C3=O)cc2)c2ccccc2O1 (stereo unspecified) returned Lipid droplet 7, T cell HTS inactive, West Nile antiviral 0.8%, Myeloid diff 2 inactive, Lipid droplet cells 6.5 µM 767, T cell HTS vesicle-bound % 8 and Myeloid diff 2 GFP+ MAC1+ % 8.0.
For Cc1nc(-c2ccccc2)sc1C1(C)CC(c2c(Cl)cccc2Cl)=NO1 (stereo unspecified) the results were Insulin prom up 2, Lipid droplet 3, T cell HTS inactive, West Nile antiviral -0.1%, b-catenin transl 0.4, Myeloid diff 2 inactive, Insulin prom up cell count 731, Lipid droplet cells 6.5 µM 724, b-catenin transl cell count 5 µM 1362, T cell HTS vesicle-bound % 7 and Myeloid diff 2 GFP+ MAC1+ % 2.1.
For CCn1c(SCC(=O)OC(C)C)nnc1-c1cccc(Cl)c1 the results were Insulin prom up inconclusive, T cell HTS inactive, MT stabilize HCS 3.0, WT yeast gro inh -18, West Nile antiviral 0.7%, b-catenin transl -7.9, Myeloid diff 2 inactive, Autophagy HCS inactive, WT yeast gro inh mutant strain 0, b-catenin transl cell count 5 µM 844, T cell HTS vesicle-bound % 10, MT stabilize HCS Hoechst-high % 2.5, MT stabilize HCS cytotoxicity % 12, Autophagy HCS cell loss 18 h 2 and Myeloid diff 2 GFP+ MAC1+ % 4.9.
For O=C(OC1CCOC1=O)c1cc(-c2ccccc2)nc2ccccc12 (stereo unspecified) the results were Lipid droplet -2, T cell HTS inactive, MT stabilize HCS 1.9, WT yeast gro inh 8, West Nile antiviral -0.2%, b-catenin transl 2.0, Myeloid diff 2 inactive, Autophagy HCS inactive, WT yeast gro inh mutant strain 13, Lipid droplet cells 6.5 µM 774, b-catenin transl cell count 5 µM 1180, T cell HTS vesicle-bound % 39, MT stabilize HCS Hoechst-high % 2.3, MT stabilize HCS cytotoxicity % 8.1, Autophagy HCS cell loss 18 h -16 and Myeloid diff 2 GFP+ MAC1+ % 1.0.
Screening Cc1ccccc1Nc1nc(N)nc(CN2CCN(C(=O)c3ccccc3)CC2)n1 returned Insulin prom up -0.11, Lipid droplet 27, T cell HTS inactive, MT stabilize HCS 2.3, WT yeast gro inh -5, West Nile antiviral -0.7%, b-catenin transl -2.3, Myeloid diff 2 inactive, Autophagy HCS inactive, WT yeast gro inh mutant strain 11, Insulin prom up cell count 1272, Lipid droplet cells 6.5 µM 655, b-catenin transl cell count 5 µM 1084, T cell HTS vesicle-bound % 44, MT stabilize HCS Hoechst-high % 1.9, MT stabilize HCS cytotoxicity % 1.7, Autophagy HCS cell loss 18 h -14 and Myeloid diff 2 GFP+ MAC1+ % 0.7.
COc1ccccc1N1C(=O)N(C(C)=O)C2C1Nc1ccccc1N2C (stereo unspecified) was read as Insulin prom up -0.36, T cell HTS inactive, MT stabilize HCS 4.1, WT yeast gro inh 14, West Nile antiviral -0.1%, b-catenin transl -0.3, Myeloid diff 2 active, Autophagy HCS inactive, WT yeast gro inh mutant strain 0, Insulin prom up cell count 692, b-catenin transl cell count 5 µM 742, T cell HTS vesicle-bound % 7, MT stabilize HCS Hoechst-high % 2.5, MT stabilize HCS cytotoxicity % 11, Autophagy HCS cell loss 18 h -18 and Myeloid diff 2 GFP+ MAC1+ % 54*.

Source: PubChem BioAssay
